KDM5B inhibitor: inhibitors of human KDM5B histone demethylase; actives 2.6% (n = 220,000); KDM5B demethylase, FDH-coupled NADH fluorescence (FDH is formaldehyde dehydrogenase); AID 1347165; Q9UGL1; Potency, µM (series often up to 57.7 µM), for inactives: top-dose activity change, negative = inhibition, most hits filed as inhibitors; active = well fitted inhibition curve with a large enough effect; inconclusive = small, poorly fitted or top-dose-only effect; inactive = no such curve, though single readings can be large or run the other way; also: 0% is about no effect; nearly all actives have a fitted effect of over 70% in size
Target sequence (Q9UGL1 whole entry, looked up): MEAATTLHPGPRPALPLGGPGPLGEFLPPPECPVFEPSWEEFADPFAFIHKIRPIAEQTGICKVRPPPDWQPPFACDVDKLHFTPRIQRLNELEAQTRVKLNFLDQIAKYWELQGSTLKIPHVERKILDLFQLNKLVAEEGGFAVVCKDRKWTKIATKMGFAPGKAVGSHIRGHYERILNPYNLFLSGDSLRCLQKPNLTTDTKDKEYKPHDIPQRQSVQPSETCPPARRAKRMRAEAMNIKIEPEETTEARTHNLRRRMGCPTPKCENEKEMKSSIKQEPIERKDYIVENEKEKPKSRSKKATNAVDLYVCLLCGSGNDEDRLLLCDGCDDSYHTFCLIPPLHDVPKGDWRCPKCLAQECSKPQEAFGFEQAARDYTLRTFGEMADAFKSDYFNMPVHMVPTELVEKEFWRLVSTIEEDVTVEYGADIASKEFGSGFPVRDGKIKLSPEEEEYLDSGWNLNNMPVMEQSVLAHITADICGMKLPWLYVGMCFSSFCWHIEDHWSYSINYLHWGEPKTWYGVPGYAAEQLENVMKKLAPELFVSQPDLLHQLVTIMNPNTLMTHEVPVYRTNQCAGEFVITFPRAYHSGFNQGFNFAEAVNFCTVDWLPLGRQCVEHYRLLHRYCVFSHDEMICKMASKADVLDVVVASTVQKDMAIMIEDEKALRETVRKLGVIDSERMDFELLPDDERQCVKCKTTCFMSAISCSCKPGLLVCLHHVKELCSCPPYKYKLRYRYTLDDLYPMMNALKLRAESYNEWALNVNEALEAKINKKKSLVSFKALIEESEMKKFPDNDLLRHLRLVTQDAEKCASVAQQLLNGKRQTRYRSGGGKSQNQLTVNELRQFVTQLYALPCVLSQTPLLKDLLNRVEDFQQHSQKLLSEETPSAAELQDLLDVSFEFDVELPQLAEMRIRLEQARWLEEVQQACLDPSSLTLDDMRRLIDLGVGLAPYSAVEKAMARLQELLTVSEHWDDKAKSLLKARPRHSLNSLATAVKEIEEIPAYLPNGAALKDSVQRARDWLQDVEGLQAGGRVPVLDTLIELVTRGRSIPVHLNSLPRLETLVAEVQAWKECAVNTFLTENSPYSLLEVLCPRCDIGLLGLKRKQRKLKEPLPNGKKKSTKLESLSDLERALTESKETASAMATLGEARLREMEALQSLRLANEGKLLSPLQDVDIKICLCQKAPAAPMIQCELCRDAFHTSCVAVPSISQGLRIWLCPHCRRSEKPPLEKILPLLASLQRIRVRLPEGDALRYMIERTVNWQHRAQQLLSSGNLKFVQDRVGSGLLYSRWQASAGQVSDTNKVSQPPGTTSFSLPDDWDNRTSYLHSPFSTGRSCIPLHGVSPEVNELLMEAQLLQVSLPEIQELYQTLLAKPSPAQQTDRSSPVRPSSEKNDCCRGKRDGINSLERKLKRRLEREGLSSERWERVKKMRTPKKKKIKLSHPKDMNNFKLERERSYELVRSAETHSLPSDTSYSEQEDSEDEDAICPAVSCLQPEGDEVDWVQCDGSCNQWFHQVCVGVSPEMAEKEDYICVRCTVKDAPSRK
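KDM5BΔAP (200 nM final) in 50 mM HEPES pH 7.5, 0.01% Tween-20 was preincubated 10 min at RT with compound over a concentration range. Substrate mix (H3K4me3 12.5 µM, α-KG 25 µM, Fe²⁺, ascorbate, NAD⁺, FDH) was added, and NADH fluorescence change over 30 min gave dose-response curves.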
Numbers without * were called inactive; i = inactive; ? = inconclusive; & = joins results of further samples; [ ] = another dose, or the depositor's remark. Potency is read from the fitted curve at half-maximal effect. Some of the compounds tested; rates above refer to the full screens.

compound | KDM5B inhibitor
O=C(CSc1ncc(-c2ccc(Br)cc2)o1)N1CCCCC1 | 17%
COc1ccc(NC(=O)c2cccn2-c2nnc(N3CCCCC3)s2)cc1 | -1%
Cc1ccc(N2CC(c3noc(-c4ccc5ccccc5n4)n3)CC2=O)cc1 (configuration not stated) | -8%
Cc1ccc(C(=O)N2CCC3(CC2)CC(N(Cc2ccccc2)C2CC2)CCO3)cc1F (configuration not stated) | 3%
O=C(CC(c1cccs1)N1Cc2ccccc2C1=O)Nc1ccccc1F (configuration not stated) | -12%
COc1ccc(/C=C/CN2CCN(Cc3ccccc3)CC(O)C2)cc1 (configuration not stated) | ?
CCN(CC)CCSc1c(C(C)C)cnc2c1c(=O)n(C)c(=O)n2C | -4%
OCCNCc1ccc(-c2ccccc2)o1 | -3%
Cc1cc(C)n(-c2nc3cc(Cl)c(Cl)cc3nc2Nc2ccc(F)cc2C)n1 | -11%
CN1C(=O)CCC2(CNC(=O)C3CCCC3)CCC=C12 (configuration not stated) | 2%
COc1cc2c(cc1OC)C(c1ccc(Cl)cc1)=NCC2 | 7%
COc1ccc(Cl)cc1NC(=O)N1CCC(OC2CCN(S(C)(=O)=O)CC2)CC1 | -10%
COC(=O)CC1C(=O)NCCN1C(=O)c1c(F)cccc1F (configuration not stated) | 19%
Cc1cnc(C2CCN(C(=O)Nc3ccccc3F)C2)n1C(C)C (configuration not stated) | 22%
CCNC(=O)N(C1CC1)C1CCOC2(CCN(C(=O)Cc3ccccc3F)CC2)C1 (configuration not stated) | 26%
CCOc1ccccc1NC(=O)N1CC[C@@H](c2ccc3c(c2)OCO3)[C@H](O)C1 | -22%
O=[N+]([O-])c1ccc(Oc2ccc(-c3ccccc3)cc2)c2ccncc12 | -6%
Cc1cc(=O)oc2cc(OCC(=O)NCc3ccccn3)c(Cl)cc12 | 1%
Cc1ccc(C(=O)Nc2cccc(C(=O)O)c2)cc1S(=O)(=O)N1CCCC1 | 22%&-9%
Cc1cc(C)c(CNC(=O)c2nc(-c3cccc(F)c3)cc3c2ccn3C(C)C)c(=O)[nH]1 | i
O=C(CC1CCN(C(=O)c2cccc(F)c2)C1)NCc1ccccc1 (configuration not stated) | 11%
CC(C)(C)OC(=O)C(C)(C)Sc1nnc(N)s1 | 23%
CC(C)c1noc(-c2ccccc2OCC(=O)Nc2ccc([N+](=O)[O-])cc2)n1 | 7%
Cc1cccc(C(=O)N2CCCC(c3nc(C4CCOCC4)no3)C2)c1 (configuration not stated) | 6%
O=C(Cc1cccnc1)N1CCC(N2CC(OCC3CC3)C23CCCCC3)CC1 (configuration not stated) | -23%
C[C@@H](NS(C)(=O)=O)c1onc(-c2ccccc2)c1C(=O)O | -20%[86.2 µM]
CC(C)NC(=O)[C@@H]1C[C@H](N)CN1S(=O)(=O)c1cccc2nsnc12 | 1%
Cc1cccnc1NC(=O)Cc1nc(-c2ccccc2)oc1C | -2%
O=C1NC(c2ccco2)Nc2sc3c(c21)CCN(Cc1ccccc1)C3 (configuration not stated) | 329%[activator]
O=C(CCC[C@@H]1[C@H]2CCCN3CCC[C@@H](CN1C(=O)Cc1cccs1)[C@@H]23)N1CCOCC1 | ?
Cc1c(C(=O)N(Cc2ccco2)C2CC2)[nH]c2c1C(=O)CC(C)(C)C2 | 17%
COc1ccc(C)cc1NC(=O)CSc1nc(=O)n(Cc2cccnc2)c2c1CCC2 | -18%
O=c1[nH]c2ccccc2c(-c2ccccc2)c1Sc1nc2ccccc2s1 | ?
Cc1cccc(C)c1NS(=O)(=O)c1ccc2c(c1)[C@H]1C=CC[C@H]1[C@@H](c1ccc(Cl)cc1)N2 | ?
O=C(COc1ccc(F)cc1)N1CCC2(CC1)NC(=O)N(c1ccc(F)cc1)N2 | ?
Cc1ccc(CCNC(=O)c2c(C)oc3nc(C)nc(N4CCOCC4)c23)cc1 | ?
N#Cc1nc(-c2ccco2)oc1N1CCN(C(=O)NC2CC2)CC1 | ?
COc1ccc(C(=O)N2CCC3(C2)C(=NC2CCCCC2)NC(=O)N3c2cc(F)cc(F)c2)cc1 (configuration not stated) | -18%[115 µM]
CCOc1ccc(NC(=O)CN2C(=O)C(c3ccccc3)=NC23CCC(C)CC3)cc1 (configuration not stated) | 0%
COc1ccc([C@H]2C[C@@H](O)[C@@H](O)[C@@H]2NC(=O)C2CCC2)cc1 | -5%[86.2 µM]
COCCn1nc2n(c1=O)CCN(C(=O)c1ccco1)CC2 | 20%
COc1cccc(C(N)=O)c1OC(=O)Cc1ccccc1F | ?
O=C(CC(=O)Nc1ccc(Br)cc1)Nc1ccc(Br)cc1 | 3%
COc1cccc(N2C(=O)CSC23C(=O)N(CC(=O)Nc2cc(C)ccc2C)c2ccccc23)c1 (configuration not stated) | -2%
CC(C)(C)NC(=O)/C(=C/c1cccnc1)NC(=O)c1ccco1 | 14%
CC(C)CCN1CCC2(CC1)CN[S+](=O)([O-])c1ccccc1N2 | -7%
CC(=O)Nc1ccc(NS(=O)(=O)c2ccc3[nH]c4c(c3c2)CCCCC4)cc1 | -8%
Cc1nn2c(=O)c3c4c(sc3nc2n1-c1ccccc1)COC(C)(C)C4 | 4%
CCn1nccc1C(=O)N1CCC2(CCCCO2)CC1 | -9%
CS(=O)(=O)c1ccc(O[C@H]2COCCN(Cc3cccc4c3OCO4)C2)cc1 | 18%[86.2 µM]

(list continues)
compound | KDM5B inhibitor
Cc1ccc(-c2cc3c(N4CCN(c5cc(C)ccc5C)CC4)nccn3n2)cc1 | ?
O=c1c(-c2cc3ccccc3o2)coc2ccccc12 | -1%
CC(C)Nc1oc(-c2ccco2)nc1S(=O)(=O)c1ccc2c(c1)OCCO2 | -22%
Cn1nc2sc3ccccc3n2c(=O)c1=O | -7%
CC(C)CC(=O)Nc1ccnn1C1CCN(C(=O)c2scc3c2CCCC3)CC1 | 38%[activator]
CCN(Cc1ccco1)C(=O)c1cc2cc(C)ccc2[nH]1 | ?
COc1ccc(/C=C/c2ccc3cccc([N+](=O)[O-])c3n2)cc1O | 4%
O=c1ncn(Cc2ccccc2)c2ccc(-c3ccccc3)nc12 | 35µM*
COc1ccc2c(c1)c1c(c(=O)n(-c3ccccc3C)c(=O)n1CC(=O)NCc1ccc(C)cc1)n2C | ?
CC(NC(=O)CCOc1ccccc1)c1ccccc1 (configuration not stated) | 12%
COc1cc(-c2noc(-c3cc(C4CC4)[nH]n3)n2)cc(OC)c1OC | 17%
COC(=O)[C@@H](C)NC(=O)[C@H]1CN(S(=O)(=O)c2ccccc2)CCN1S(=O)(=O)c1ccccc1 | -9%
Cc1ccccc1[C@H]1[C@@H](C(=O)N(C)Cc2cccnc2)C[C@@](C)(C(=O)O)N1C | -22%
COc1ccc(-c2nnc([C@H]3CCN(Cc4ncc[nH]4)C3)o2)cc1 | 35µM*
NCc1ccccc1-c1ccsc1 | -6%[149 µM]
CCCCS(=O)(=O)CCSCCS(=O)(=O)CCCC | 15%
COc1ccc(-c2c(=O)n(OC)c3ccccc3[n+]2[O-])cc1OC | ?
CCNC(=O)Nc1ccc(OCC(=O)NCc2ccc(C)cc2)nc1 | 4%
CC(C)CCN1CCc2[nH]nc(C(=O)N(C)C)c2C1 | ?
Cc1cc(C(=O)N2CC(C(=O)NCCc3ccncc3)C3(CCOCC3)C2)nn1C (configuration not stated) | -4%
Cc1cc(=O)[nH]c(-c2ccc(C(F)(F)F)cc2)n1 | 30%
CCNC(=S)N/N=C/c1ccccc1F | -1%
O=C(c1cccnc1)N1CCC(N2C(=O)C(OCC3CC3)C23CCCCC3)CC1 (configuration not stated) | 0%
CCCCN(C)C(=O)c1ccc2c(c1)NC(=O)C(CC(C)C)N2 (configuration not stated) | ?
NC(=O)C1=C(Nc2ccc3ccccc3c2)c2ccccc2S1(=O)=O | ?

Following part
molecule,KDM5B inhibitor
Cc1ccc(NC(=O)C2CCN(S(=O)(=O)c3ccc4c(c3)CCCC(=O)N4)CC2)cc1N(C)C,?
Cc1ccc2c(c1)c1c(c(=O)n(-c3ccccc3C)c(=O)n1CC(=O)c1ccc(Cl)cc1)n2C,-8%
COc1cc(OC)c(NS(=O)(=O)c2ccc3c(c2)NC(=O)CCS3)cc1Cl,-14%
CCc1ccc(-c2nc(CSCC(=O)N3CCN(c4ccc(F)cc4)CC3)c(C)o2)cc1,-13%
CN1CC[C@H]2CN(C(=O)COCc3nc4ccc(F)cc4[nH]3)C[C@H]21,-8%
CC(=O)N1CCN(S(C)(=O)=O)C[C@@H]1C(=O)N[C@H](Cc1c[nH]c2ccccc12)C(N)=O,-26%
Cc1ccc(C(=O)N2CCc3cc(CNC(=O)CSc4ccccc4)ccc32)cc1,-23%
COc1ccc(NC(=O)Cn2nnc(C(=O)NCc3ccc4c(c3)OCO4)c2N)cc1,10%
COCCn1c(C)cc(C(=O)N2CCC3(CC2)CC(O)CCO3)c1C (configuration not stated),-36%
CC(=O)Nc1ccc(NC(=O)CSc2nc(C)c(C)o2)cc1,7%
Cc1nc2ncccn2c1C(=O)N[C@H]1[C@H]2CCO[C@H]2[C@@H]1N(C)C,32µM*
COc1cccc(C2CCCN2C(=O)c2cn(Cc3ccc(F)cc3)nn2)c1 (configuration not stated),43%
O=c1c2nc(NCc3ccccc3)ccc2ncn1Cc1ccccn1,i
COc1ccc(N2CC(C(=O)N3CCC(C(=O)NC(C)C)C3)NC2=O)cc1 (configuration not stated),8%&5%
COC(=O)C1(C(F)(F)F)N=C(N2CCCCC2)Oc2c1c(C)nn2-c1ccccc1 (configuration not stated),-17%
CC(=O)Nc1ccc(C(O)[C@H]2COCC(=O)N2CC2CCCCC2)cc1 (some centres not stated),1%[86.2 µM]
COc1ccc(-n2ccnc2SCC(=O)Nc2ccc(F)cc2F)cc1,-14%
CN(CC(=O)NC(=O)NCC(F)(F)F)CC(=O)Nc1ccc(F)cc1,4%
CCCCCCCC1C(C#N)=C(N)SC(N)=C1C#N,?
CCn1ccc2c(CN3CCC4(CCCN(CCOC)C4=O)C3)cccc21 (configuration not stated),28µM*
Cc1ccc(C)c(NC(=O)NNS(=O)(=O)c2ccc(C)c(C)c2)c1,-15%
CC(=O)N1CCn2cc(C(=O)N3CCOCC3)nc2C1,-9%[149 µM]
O=C(Nc1ccccc1)O[C@@H]1CO[C@H]2[C@@H]1OC[C@@H]2NC(=O)c1ccc2c(c1)OCO2,?
CNC(=O)NC(=O)CSc1ncnc2ccccc12,-18%
COc1cc(/C=C(\C#N)C(=O)C(C)(C)C)ccc1OCc1c(Cl)cccc1Cl,-27%
CCOC(=O)c1ccc(N2C(=O)c3[nH]nc(-c4ccc(C)cc4)c3C2c2ccc(O)c(OCC)c2)cc1 (configuration not stated),?
Cc1cccnc1CNC(=O)[C@H]1C[C@@H](C(=O)O)N(C)[C@H]1c1cccc(Cl)c1,?
CC1=NOC2(CCCN(C(=O)c3ccccn3)C2)C1 (configuration not stated),23%[149 µM]
O=C(NCc1ccccc1)C1CCC(=O)N1C1CCNCC1 (configuration not stated),3%
Cc1cc(C(=O)Nc2ccc([C@H]3OCC(=O)N[C@@H]3CO)cc2)nn1C,-16%[86.2 µM]

Entries listed above that bear a hit mark in KDM5B inhibitor:
molecule,KDM5B inhibitor
O=c1ncn(Cc2ccccc2)c2ccc(-c3ccccc3)nc12,35µM*
COc1ccc(-c2nnc([C@H]3CCN(Cc4ncc[nH]4)C3)o2)cc1,35µM*
Cc1nc2ncccn2c1C(=O)N[C@H]1[C@H]2CCO[C@H]2[C@@H]1N(C)C,32µM*
CCn1ccc2c(CN3CCC4(CCCN(CCOC)C4=O)C3)cccc21 (configuration not stated),28µM*

Other entries.
molecule,KDM5B inhibitor
Cc1nn2c(N3CCC(O)C3)cc(-c3ccccc3)nc2c1C (configuration not stated),28µM*
CC1CCn2c(nc3cc(C(=O)NCCc4ccccc4)ccc32)C1 (configuration not stated),4%
CCCc1noc(-c2cccn3c(CNC(=O)c4cccnc4)nnc23)n1,?
Cc1cccc(C)c1NC(=O)COC(=O)c1ccc2c(c1)NC(=O)C(C)S2 (configuration not stated),12%
COc1ccccc1C(=O)NC1CCCc2c1[nH]c1c(Cl)cccc21 (configuration not stated),11%
O=C(NC1CCCCC1)C1CCN(C(=O)N2CC3CC(C2)[C@H]2CCCC(=O)N2C3)CC1 (some centres not stated),-7%
COc1cc2cc(CNc3ccccc3)c(=O)n(CC(=O)Nc3cc(C)cc(C)c3)c2cc1OC,?
CCOc1ccc2ccc(OCC)c(/C=C(\C#N)c3nc4ccccc4[nH]3)c2c1,-5%
CN(C)C(CNC(=O)c1ccc(Br)o1)c1ccccc1 (configuration not stated),5%
COc1cccc(NC(=O)NC[C@H]2O[C@H](Cc3cc(CN4CCOCC4)on3)CC[C@@H]2O)c1,-7%
O=S(=O)(NC1CCSc2c(F)cccc21)c1ccccc1 (configuration not stated),18%
COc1ccc(-c2ccc3ncc(Nc4cccc(F)c4)n3n2)cn1,-11%[86.2 µM]
CCOc1ccccc1CNC(=O)c1ccc2c(c1)N(Cc1ccc(C)cc1)CCS2,?

Of the compounds above, these contain a thiophene ring, fused or not.
molecule,KDM5B inhibitor
O=C(CC(c1cccs1)N1Cc2ccccc2C1=O)Nc1ccccc1F (configuration not stated),-12%
O=C1NC(c2ccco2)Nc2sc3c(c21)CCN(Cc1ccccc1)C3 (configuration not stated),329%[activator]
O=C(CCC[C@@H]1[C@H]2CCCN3CCC[C@@H](CN1C(=O)Cc1cccs1)[C@@H]23)N1CCOCC1,?
Cc1nn2c(=O)c3c4c(sc3nc2n1-c1ccccc1)COC(C)(C)C4,4%
CC(C)CC(=O)Nc1ccnn1C1CCN(C(=O)c2scc3c2CCCC3)CC1,38%[activator]
NCc1ccccc1-c1ccsc1,-6%[149 µM]
